# Assay outcomes (PubChem)
# mHTT CaM bind = mHTT-calmodulin interaction abrogation; inhibition, % at 15 µM; 190,000 tested, 3.6% active; P42858; AlphaScreen His-mHTT/GST-CaM binding, luminescence; AID 1671202;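 further: 0% = both proteins with DMSO and 100% = one protein alone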
# Target sequence (P42858 whole entry, looked up, stated change not applied): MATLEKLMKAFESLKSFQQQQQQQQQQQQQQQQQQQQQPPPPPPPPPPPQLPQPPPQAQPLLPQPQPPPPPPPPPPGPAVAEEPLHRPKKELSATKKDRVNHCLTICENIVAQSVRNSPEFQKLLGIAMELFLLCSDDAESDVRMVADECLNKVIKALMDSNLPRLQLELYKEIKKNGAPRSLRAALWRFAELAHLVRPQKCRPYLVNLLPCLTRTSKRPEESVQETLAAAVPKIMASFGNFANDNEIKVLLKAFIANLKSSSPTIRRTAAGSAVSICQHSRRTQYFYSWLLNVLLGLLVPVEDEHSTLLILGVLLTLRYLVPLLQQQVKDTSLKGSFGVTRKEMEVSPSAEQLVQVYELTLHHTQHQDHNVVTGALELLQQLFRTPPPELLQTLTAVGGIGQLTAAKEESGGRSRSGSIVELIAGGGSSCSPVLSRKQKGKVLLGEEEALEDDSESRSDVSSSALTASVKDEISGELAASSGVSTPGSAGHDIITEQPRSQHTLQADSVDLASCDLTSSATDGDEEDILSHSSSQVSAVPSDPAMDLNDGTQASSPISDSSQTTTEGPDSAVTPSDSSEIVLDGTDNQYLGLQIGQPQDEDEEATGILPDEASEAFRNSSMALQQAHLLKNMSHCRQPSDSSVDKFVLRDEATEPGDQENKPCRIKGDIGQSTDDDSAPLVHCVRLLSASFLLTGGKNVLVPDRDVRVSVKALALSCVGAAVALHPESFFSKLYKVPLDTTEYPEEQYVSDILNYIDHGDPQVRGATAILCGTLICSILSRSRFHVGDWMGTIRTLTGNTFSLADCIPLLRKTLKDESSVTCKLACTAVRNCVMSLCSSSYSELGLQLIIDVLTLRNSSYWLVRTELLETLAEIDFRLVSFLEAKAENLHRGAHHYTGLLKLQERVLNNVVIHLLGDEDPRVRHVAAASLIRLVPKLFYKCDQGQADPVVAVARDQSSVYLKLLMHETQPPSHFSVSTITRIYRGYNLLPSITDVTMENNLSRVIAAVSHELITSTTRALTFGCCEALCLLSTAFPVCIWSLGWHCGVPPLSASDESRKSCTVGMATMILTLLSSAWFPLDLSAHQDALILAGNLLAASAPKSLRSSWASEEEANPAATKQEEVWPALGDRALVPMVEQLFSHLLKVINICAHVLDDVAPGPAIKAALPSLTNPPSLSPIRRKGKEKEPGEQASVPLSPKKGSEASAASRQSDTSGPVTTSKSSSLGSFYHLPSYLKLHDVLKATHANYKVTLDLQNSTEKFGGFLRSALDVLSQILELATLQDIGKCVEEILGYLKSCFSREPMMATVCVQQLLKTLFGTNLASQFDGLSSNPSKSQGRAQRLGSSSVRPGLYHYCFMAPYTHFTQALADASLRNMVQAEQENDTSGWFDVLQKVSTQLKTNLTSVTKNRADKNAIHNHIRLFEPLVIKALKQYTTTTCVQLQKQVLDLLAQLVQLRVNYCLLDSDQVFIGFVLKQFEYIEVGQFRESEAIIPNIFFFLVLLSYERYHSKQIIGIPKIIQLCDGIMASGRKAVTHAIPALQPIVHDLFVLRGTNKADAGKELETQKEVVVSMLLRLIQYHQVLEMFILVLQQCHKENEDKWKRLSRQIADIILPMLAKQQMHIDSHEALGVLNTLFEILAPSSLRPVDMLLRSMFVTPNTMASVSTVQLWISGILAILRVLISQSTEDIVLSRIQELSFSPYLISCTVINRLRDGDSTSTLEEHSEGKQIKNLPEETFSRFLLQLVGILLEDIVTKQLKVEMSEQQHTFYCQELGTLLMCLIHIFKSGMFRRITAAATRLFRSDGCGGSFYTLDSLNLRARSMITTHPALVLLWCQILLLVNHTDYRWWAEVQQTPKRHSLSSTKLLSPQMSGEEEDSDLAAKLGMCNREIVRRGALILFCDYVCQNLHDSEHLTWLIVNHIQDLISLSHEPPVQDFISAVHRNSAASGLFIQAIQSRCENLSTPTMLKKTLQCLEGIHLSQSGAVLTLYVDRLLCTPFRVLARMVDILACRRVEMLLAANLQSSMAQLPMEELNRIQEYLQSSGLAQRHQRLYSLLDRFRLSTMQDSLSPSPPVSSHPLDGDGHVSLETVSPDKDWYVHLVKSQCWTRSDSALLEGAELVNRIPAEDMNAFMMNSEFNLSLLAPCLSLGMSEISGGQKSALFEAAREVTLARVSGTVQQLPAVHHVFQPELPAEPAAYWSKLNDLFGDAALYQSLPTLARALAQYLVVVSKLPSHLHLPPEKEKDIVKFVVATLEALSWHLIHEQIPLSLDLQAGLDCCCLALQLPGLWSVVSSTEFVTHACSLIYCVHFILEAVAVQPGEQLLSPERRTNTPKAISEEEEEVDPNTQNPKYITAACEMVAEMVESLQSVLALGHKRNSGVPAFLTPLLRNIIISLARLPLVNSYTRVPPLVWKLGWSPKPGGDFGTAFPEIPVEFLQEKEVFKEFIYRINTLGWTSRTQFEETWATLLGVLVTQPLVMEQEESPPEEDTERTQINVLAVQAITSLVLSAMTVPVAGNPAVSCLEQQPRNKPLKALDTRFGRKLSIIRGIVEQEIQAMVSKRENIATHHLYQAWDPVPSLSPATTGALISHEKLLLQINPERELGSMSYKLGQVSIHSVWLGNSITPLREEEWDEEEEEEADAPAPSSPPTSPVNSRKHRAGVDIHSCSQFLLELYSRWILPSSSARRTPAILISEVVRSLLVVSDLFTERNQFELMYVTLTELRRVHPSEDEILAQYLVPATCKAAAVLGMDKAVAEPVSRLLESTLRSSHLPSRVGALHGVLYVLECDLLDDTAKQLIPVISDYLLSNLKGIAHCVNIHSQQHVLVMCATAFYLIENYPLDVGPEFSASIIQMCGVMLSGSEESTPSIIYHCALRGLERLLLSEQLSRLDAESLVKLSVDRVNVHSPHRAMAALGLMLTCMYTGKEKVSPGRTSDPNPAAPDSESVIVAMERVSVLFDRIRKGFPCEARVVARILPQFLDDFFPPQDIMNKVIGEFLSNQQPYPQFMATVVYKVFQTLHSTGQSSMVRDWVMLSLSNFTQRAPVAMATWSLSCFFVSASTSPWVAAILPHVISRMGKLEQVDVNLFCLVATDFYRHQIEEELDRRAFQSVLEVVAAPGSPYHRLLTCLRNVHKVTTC
# Pf apPOL block = Pf-apPOL DNA polymerase inhibition; inhibition, % at 10 µM; Recombinant Pf-apPOL, molecular beacon fluorescence, 1.5 h; 210,000 tested, 0.25% active
# Numbers without * were called inactive; . = not tested or not shown; & = joins results of further samples. No stated cut-off is given here; in the data, active means inhibition above about 50%; inactive means the rest.
# Each structure is followed by: mHTT CaM bind	Pf apPOL block
COc1ccc(CC(=O)Nc2ccc3c(c2)Cc2ccccc2-3)cc1OC
    -3	-2
O=C(c1ccc(OCC2CCCN(C(=O)c3ccccc3Cl)C2)cc1)N1CCCC1 (stereo not drawn)
    22	0
COc1ccc(NC(=O)CCCn2c(=O)c3sccc3n(Cc3ccccc3C)c2=O)cc1
    15	4
O=C(Nc1cccc2ccccc12)OC[C@@H]1CSCCS(=O)(=O)N1
    -4	-4
CCCCc1ccc(NC(=O)Cn2cnc3c(c2=O)CN(Cc2ccccc2)CC3)cc1
    26	0
O=c1[nH]nc(-c2cccs2)cc1Cc1ccc(Cl)c(Cl)c1
    .	-6
O=C(O)c1nnn(-c2cccc(C(F)(F)F)c2)c1-c1ccccc1
    .	-4
CCCCN1CCN(C(=O)c2ccc3ncnc(N4CCCC4)c3c2)CC1
    3	-3
CC1=C(C#N)c2nc(N)c(C#N)c(C)c2/C1=C/c1ccc(O)cc1
    64*	-4
Cc1c2occ(-c3ccc(F)cc3)c2cc2c3c(c(=O)oc12)CCC3
    -2	-12
CCN(C(=O)c1cnc(OC)cc1C(F)(F)F)c1ccc(Cl)cc1Cl
    .	3
Clc1cc(CN2CCSCC2)c(Cl)s1
    .	-6
O=C(CSc1nnc(-c2cccc(Cl)c2)n1-c1ccccc1)NCc1ccccc1
    16	-2
CCN(C)C(=O)C1CN(C(=O)c2ccc(C)cc2)CC1c1ccc(C)cc1 (stereo not drawn)
    18	-6
CCOc1ccc(-c2[nH]ncc2CN2CCCC2c2c(C)noc2C)cc1 (stereo not drawn)
    10	0
Cc1ccc(CNC(=O)CCc2ccc3[nH]ccc3c2)o1
    21	-3
O=C(CN(Cc1ccccc1)S(=O)(=O)c1cc(Cl)ccc1Cl)NCc1ccco1
    -3	-1
S=C(NCc1ccncc1)Nc1cc(Cl)ccc1Cl
    .	11
O=C1C2C(c3ccccc3)CC=CC2[C@H](c2cccc(Br)c2)N1Cc1ccccc1 (stereo partly drawn)
    100*	-1
Cn1nc(NC(=O)c2ccccc2C(F)(F)F)c2c1NC(=O)CC2c1ccccc1 (stereo not drawn)
    -8	1
CCOc1cc(C2C(C#N)=C(N)Oc3n[nH]c(-c4ccccc4)c32)ccc1O (stereo not drawn)
    28	-2
CCCCCCNC(=O)NC(Cc1ccccc1)C(=O)OCC (stereo not drawn)
    .	-13
CCN1CCN(Cc2ccc(NC(=O)C3CCN(c4nccc(C)n4)CC3)cc2)CC1
    10	1
OCCN1CCN(CC2CCCCC2)CC1
    -2	-2
O=C1NC(=O)/C(=C\c2ccc(OCc3ccc(Cl)cc3)c(Br)c2)N1
    -2	-7
COCCNC(=O)Cn1c(=O)n(-c2cc(C)cc(C)c2)c(=O)c2sccc21
    -4	0
Cc1nc(-c2ccc(C(=O)N(C)Cc3ccccc3)cc2)cs1
    2	-11
COc1ccc(N=Cc2cc(Cl)cc(I)c2O)cc1OC
    21	8
O=C(NCC1CCCO1)N1CCCn2nc(-c3cccc(Cl)c3)cc2C1 (stereo not drawn)
    7	-2
CCn1c(SCC(=O)c2ccc3c(c2)Cc2ccccc2-3)nnc1-c1ccc(N)cc1
    14	-3

# 28 entries from above in a different format:
compound	mHTT CaM bind	Pf apPOL block
COc1ccc(NC(=O)CCCn2c(=O)c3sccc3n(Cc3ccccc3C)c2=O)cc1	15	4
O=C(Nc1cccc2ccccc12)OC[C@@H]1CSCCS(=O)(=O)N1	-4	-4
CCCCc1ccc(NC(=O)Cn2cnc3c(c2=O)CN(Cc2ccccc2)CC3)cc1	26	0
O=c1[nH]nc(-c2cccs2)cc1Cc1ccc(Cl)c(Cl)c1	.	-6
O=C(O)c1nnn(-c2cccc(C(F)(F)F)c2)c1-c1ccccc1	.	-4
CCCCN1CCN(C(=O)c2ccc3ncnc(N4CCCC4)c3c2)CC1	3	-3
CC1=C(C#N)c2nc(N)c(C#N)c(C)c2/C1=C/c1ccc(O)cc1	64*	-4
Cc1c2occ(-c3ccc(F)cc3)c2cc2c3c(c(=O)oc12)CCC3	-2	-12
CCN(C(=O)c1cnc(OC)cc1C(F)(F)F)c1ccc(Cl)cc1Cl	.	3
Clc1cc(CN2CCSCC2)c(Cl)s1	.	-6
O=C(CSc1nnc(-c2cccc(Cl)c2)n1-c1ccccc1)NCc1ccccc1	16	-2
CCN(C)C(=O)C1CN(C(=O)c2ccc(C)cc2)CC1c1ccc(C)cc1 (stereo not drawn)	18	-6
CCOc1ccc(-c2[nH]ncc2CN2CCCC2c2c(C)noc2C)cc1 (stereo not drawn)	10	0
Cc1ccc(CNC(=O)CCc2ccc3[nH]ccc3c2)o1	21	-3
O=C(CN(Cc1ccccc1)S(=O)(=O)c1cc(Cl)ccc1Cl)NCc1ccco1	-3	-1
S=C(NCc1ccncc1)Nc1cc(Cl)ccc1Cl	.	11
O=C1C2C(c3ccccc3)CC=CC2[C@H](c2cccc(Br)c2)N1Cc1ccccc1 (stereo partly drawn)	100*	-1
Cn1nc(NC(=O)c2ccccc2C(F)(F)F)c2c1NC(=O)CC2c1ccccc1 (stereo not drawn)	-8	1
CCOc1cc(C2C(C#N)=C(N)Oc3n[nH]c(-c4ccccc4)c32)ccc1O (stereo not drawn)	28	-2
CCCCCCNC(=O)NC(Cc1ccccc1)C(=O)OCC (stereo not drawn)	.	-13
CCN1CCN(Cc2ccc(NC(=O)C3CCN(c4nccc(C)n4)CC3)cc2)CC1	10	1
OCCN1CCN(CC2CCCCC2)CC1	-2	-2
O=C1NC(=O)/C(=C\c2ccc(OCc3ccc(Cl)cc3)c(Br)c2)N1	-2	-7
COCCNC(=O)Cn1c(=O)n(-c2cc(C)cc(C)c2)c(=O)c2sccc21	-4	0
Cc1nc(-c2ccc(C(=O)N(C)Cc3ccccc3)cc2)cs1	2	-11
COc1ccc(N=Cc2cc(Cl)cc(I)c2O)cc1OC	21	8
O=C(NCC1CCCO1)N1CCCn2nc(-c3cccc(Cl)c3)cc2C1 (stereo not drawn)	7	-2
CCn1c(SCC(=O)c2ccc3c(c2)Cc2ccccc2-3)nnc1-c1ccc(N)cc1	14	-3

# The results go on.
# Each structure is followed by: mHTT CaM bind	Pf apPOL block
CSc1ccc(/C=C2\N=C(c3ccccc3F)OC2=O)cc1
    7	-2
Cc1nc(OCC(=O)Nc2ccc(Br)cc2)c2ccccc2n1
    2	-1
CC(C)Oc1ccc(Br)cc1/C=C(\C#N)c1nn(CCO)c(N)c1C#N
    54*	-4
O=C(CC(c1ccccc1)c1ccccc1)Nc1cc(N2CCOCC2)ncn1
    17	-6
CCN(C(=O)c1ccccc1[N+](=O)[O-])c1ccccc1C
    0	-4
Cn1c(-c2cccc(C(=O)NC3CCCCCC3)c2)nc2cccnc21
    -1	-3
Cn1c(=S)n(CN2CCC3(CC2)OCCO3)c2ccccc21
    -9	.
O=C(O)COCC(=O)Nc1nc(SCc2ccc(Cl)cc2)n[nH]1
    .	-12
CCCNC(=O)c1cn2c(n1)CCC(c1ccc(OC)cc1)C2 (stereo not drawn)
    -2	-8
Cc1onc(-c2c(F)cccc2Cl)c1C(=O)N1CCOCC1
    -3	3&2
O=C(O)CCCC1OC(CCCC(=O)O)OC(CCCC(=O)O)O1 (stereo not drawn)
    -3	1
O=C(Nc1c(-c2ccc(F)cc2)nc2ccccn12)c1ccc(Cl)c([N+](=O)[O-])c1
    5	1
Cc1ccc(S(=O)(=O)Nc2ccc(Br)cc2)cc1C(N)=O
    -7	-2
CCOc1ccc2oc(-c3ccccc3)c(C(=O)N(C)C)c2c1
    2	5
COc1cc(C=CC(=O)Oc2coc(CSc3nccn3C)cc2=O)cc(OC)c1OC
    0	-2
O=C(NCCc1csc(C2CCCN(C(=O)Cc3cccc(Cl)c3)C2)n1)C1CCC1 (stereo not drawn)
    -3	-3
CCOc1nccnc1N1CCC(NC(=O)c2ccoc2)C1 (stereo not drawn)
    9	-2
CC(=O)Nc1ccc(C(=O)CSc2nc3nc(C)cc(C)c3c(=O)[nH]2)cc1
    6	-5
N#Cc1c(N)nc2c(c1-c1ccccc1)CCCC2
    -1	8&-4
O=C(Nc1cnn(Cc2ccc(Cl)cc2Cl)c1)c1noc2c1CCCCC2
    -3	-2
Cc1ccc(C)c(NC(=O)Cn2c(N3CCCCC3)nc(C)cc2=O)c1
    -14	-1
COc1ccccc1CNC(=O)CN1N=C(c2ccccc2)CCC1=O
    -2	-10
O=C1CC(c2noc(-c3ccccc3)n2)CN1c1ccccc1 (stereo not drawn)
    -7	-8
CCN(CC)C(=O)C1CCN(c2nc3ccc(-c4ccncc4)nc3s2)CC1
    5	4
Cn1nc(C(C)(C)C)cc1NC(=O)Nc1ccc(OC(F)(F)F)cc1
    .	2
Cc1ccc(C)n1-c1ccc(C(=O)NNC(=O)c2ccc3nccnc3c2)cc1
    .	45
CCc1ccc(NC(=O)c2c(C)cc(Cl)nc2Cl)cc1
    -14	-5
CN(C)c1ccc(/C=C2\N=C(c3ccc([N+](=O)[O-])cc3)OC2=O)cc1
    9	1
COc1ccc(CC(=O)N2CCCC2c2cc(C(C)C)no2)cc1OC (stereo not drawn)
    -7	-3
Cc1cccc(S(=O)(=O)N2CCC(c3noc(-c4ccc(Cl)cc4)n3)CC2)c1
    -5	-8
O=C(Nc1nc2c(s1)CN(C(=O)Cc1cccs1)CC2)c1cnccn1
    14	16
COCCCn1c(=N)c(C(=O)NCc2cccnc2)cc2c(=O)n3ccccc3nc21
    7	-2
Cc1nn(-c2ccccc2)c(C)c1CC(=O)O
    -4	11
CC(C)C(NC(=O)c1ccc(Cl)cc1Cl)C(C)C
    -4	-2
COc1ccc(C(NC(=O)CCc2ccccc2)c2ccc3cccnc3c2O)cc1OC (stereo not drawn)
    100*	-4
CSc1ncc(-c2nc3ccccc3o2)cn1
    -5	2
CCOc1ccc(N2C(=O)S/C(=C\c3ccccc3)C2=O)cc1
    -2	-4
O=C(Oc1ccccc1)c1cc2cc([N+](=O)[O-])ccc2oc1=O
    0	-4
Cc1ccccc1C1N(c2cccc(Cl)c2)C(=O)C2CCCN21 (stereo not drawn)
    -6	-9
COc1cccc(N2C(=O)NC(=O)/C(=C\c3ccc(O)c(OC)c3)C2=O)c1
    4	8
Cn1cnnc1SCC(=O)Nc1nn(-c2ccccc2)nc1C(N)=O
    -3	-2
Cc1nc(C(=O)NCc2ccc(N3CCCC3)cc2)c(C)n1C1CCN(C)CC1
    55*	1
O=C1CC(c2ccc3c(c2)OCO3)CC2=C1C(c1ccncc1)Nc1ccccc1N2 (stereo not drawn)
    5	-6
Cc1onc(-c2c(Cl)cccc2Cl)c1C(=O)NNC(=O)CON=Cc1ccc(Cl)cc1Cl
    .	-3
COc1ccc(C2=NC3(CCN(CC(=O)Nc4cc(F)ccc4F)CC3)NC2=O)cc1
    -2	3
CN(CC1CCCO1)c1nc(-c2ccc([N+](=O)[O-])cc2)cs1 (stereo not drawn)
    2	4
O=C(CC(c1ccccc1)c1cc(Br)ccc1O)N1CCCCC1 (stereo not drawn)
    34	-1
Cc1nn(C2CCS(=O)(=O)C2)c(C)c1N1CCN(C(=O)c2cc3ccccc3[nH]2)CC1 (stereo not drawn)
    54*	-19
Cc1cc(C)n(C(=O)CC#N)n1
    5	-2
CN1C(=O)C2CCCCN2c2ccc(C(=O)NCc3ccccc3Cl)cc21 (stereo not drawn)
    5	-3

# Two successive entries out of the list so far:
# Each structure is followed by: mHTT CaM bind	Pf apPOL block
Cn1cnnc1SCC(=O)Nc1nn(-c2ccccc2)nc1C(N)=O
    -3	-2
Cc1nc(C(=O)NCc2ccc(N3CCCC3)cc2)c(C)n1C1CCN(C)CC1
    55*	1

# Continuation:
# Each structure is followed by: mHTT CaM bind	Pf apPOL block
CCOc1ccc(S(=O)(=O)N2CCC(Cc3nc4cccnc4n3C(C)C)C2)cc1 (stereo not drawn)
    4	-2
N#Cc1c(C(F)(F)F)cc(-c2ccccc2)nc1SCC(N)=O
    -1	65*
CCc1cc(-c2[nH]ncc2-c2ccc([N+](=O)[O-])cc2)c(O)cc1OC
    95*	6
CCN(CC)c1cc2c(c3c1ccn3C)C1CCC2C1 (stereo not drawn)
    41	-1
O=S(=O)(Nc1cccc(-c2ccc3nncn3n2)c1)c1ccc2c(c1)OCCO2
    -9	-4
CC(=O)n1cc(/C=C2\C(=O)NC(=O)N(c3ccc(Cl)cc3)C2=O)c2ccccc21
    26	-2
CS(=O)(=O)N(CC(N)=O)c1ccccc1F
    4	-10
COc1cc(F)cc(-c2c(-c3ccccc3OC)sc3ccccc23)c1
    -42	-2
O=C(c1cccnc1)N1CCC(CCOc2cccc(F)c2)CC1
    4	-4
CCCc1ccc(-c2ccc(F)c(N)c2)nc1
    -8	4
CN(C(=O)C1CCN(c2ncnc3c2nc2n3CCCCC2)CC1)c1cccc(Cl)c1
    47	-1
COc1ccccc1-n1c(SCC(=O)Nc2ccc(F)cc2F)nc2c(c1=O)SCC2
    13	-1
Cc1nc2ccccc2nc(C)c1=NOCc1ccc(C#N)cc1
    -2	-5
CC(C)Sc1ccc(CC(=O)NCC(C)(O)c2ccccc2)cc1 (stereo not drawn)
    6	-8
O=S(=O)(Nc1ccc(S(=O)(=O)N2CCCC2)cc1)c1cc(Cl)ccc1Cl
    -4	-3
CCCCCCNC(=O)C1CC(=O)N(CCc2c[nH]c3ccc(Cl)cc23)C1 (stereo not drawn)
    20	0
